TAG inh = inhibitors of triacylglycerol accumulation | H9c2 cells, Nile Red lipid (TAG) fluorescence; cells loaded with 200 µM oleic acid | inhibition, % at 12.5 µM | 0.66% of 230,000 active;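 active means pattern-corrected inhibition of lipid staining of at least 50% with the nuclear-stain viability signal not falling by more than 50%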;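 further: 0% = DMSO wells and 100% = triacsin C control wells; some results filed as inactive read as strong as hits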
TAG inh DAPI viability = also measured in TAG inh; calls as there; DAPI nuclei signal change (viability), lower = more cytotoxic, %;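 whole-well DAPI fluorescence read on a plate reader as a viability signal; minus 50 percent equals half of cells still viable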
The depositor's hits bear a star. Only part of the results is shown, so the mix of outcomes need not match the whole.

`CC1=C(C(=O)Nc2cc(C)ccn2)C(c2ccc(C)cc2)C2=C(CCCC2=O)N1` (configuration not stated) gave TAG inh -12 and TAG inh DAPI viability 8.
For O=C(Nc1cccc2ccccc12)N1CCOCC1 the results were TAG inh 14 and TAG inh DAPI viability -12.
For O=C(Nc1ccc(F)cc1F)C1(c2cccs2)CCOCC1 the results were TAG inh -3 and TAG inh DAPI viability -6.
Screening CCOC(=O)c1cnc2ccccc2c1Nc1cccc(C(=O)O)c1 returned TAG inh -3 and TAG inh DAPI viability -6.
Screening COc1ccc(CC(=O)Nc2cccc(C)n2)cc1OC returned TAG inh -1 and TAG inh DAPI viability 7.
Screening COc1cc(Cl)c(C)cc1NC(=O)COc1ccccc1[N+](=O)[O-] returned TAG inh 0 and TAG inh DAPI viability 8.
For C1CN(c2nc3nonc3n3nnnc23)CCO1 the results were TAG inh -9 and TAG inh DAPI viability -4.
Screening COc1ccc(S(=O)(=O)N2CCN(CC(=O)Nc3ccc(F)c(F)c3)CC2)cc1 returned TAG inh -9 and TAG inh DAPI viability 2.
Cc1ccc(C(=O)NCCCn2ccnc2)cn1 was read as TAG inh -5 and TAG inh DAPI viability 12.
Screening Cc1cc(C)cc(OCc2nnc(N)s2)c1 returned TAG inh 2 and TAG inh DAPI viability -3.
For O=S1(=O)CCN(C2CCCC2)CC1 the results were TAG inh -1 and TAG inh DAPI viability 13.
`C/C(=N\NC(=O)CC#N)C1COc2ccccc2O1` (configuration not stated) gave TAG inh 4 and TAG inh DAPI viability -2.
Screening COCCn1c(SCC(=O)NC2CC2)nc2ccccc21 returned TAG inh -9 and TAG inh DAPI viability -1.
COc1ccc(-c2nn(-c3ccccc3)cc2CNC[C@H]2O[C@@H](n3cnc(C(N)=O)n3)[C@H](O)[C@@H]2O)cc1 was read as TAG inh 27 and TAG inh DAPI viability -41.
CCOC(=O)Cc1csc(NC(=O)CSc2nnc(-c3ccncc3)n2Cc2ccco2)n1 was read as TAG inh -5 and TAG inh DAPI viability 1.
For CC1=NNC(=O)C1CCC(=O)N/N=C/c1ccccc1 (configuration not stated) the results were TAG inh 14 and TAG inh DAPI viability -10.
Cc1nccn1CC(=O)N/N=C/c1cccs1 was read as TAG inh 2 and TAG inh DAPI viability 11.
Screening Cc1ccc(-c2cn3nc(-c4ccccc4)c(-c4ccccc4)nc3n2)cc1 returned TAG inh -2 and TAG inh DAPI viability 6.
`COC(=O)c1ccc(OC)c(OC)c1Cl` gave TAG inh -3 and TAG inh DAPI viability 1.
`Cc1ccc(CN2CCNC(=O)C2CC(=O)O)o1` (configuration not stated) gave TAG inh -3 and TAG inh DAPI viability -3.

The final 2 entries of the section before open the next one:
`COC(=O)c1ccc(OC)c(OC)c1Cl` gave TAG inh -3 and TAG inh DAPI viability 1.
`Cc1ccc(CN2CCNC(=O)C2CC(=O)O)o1` (configuration not stated) gave TAG inh -3 and TAG inh DAPI viability -3.
Screening CC(Oc1ccc(Cl)cc1Cl)c1ccnc(N)n1 (configuration not stated) returned TAG inh -8 and TAG inh DAPI viability -2.
`N=C(N)c1ccc(O)cc1` gave TAG inh 16 and TAG inh DAPI viability -13.
Screening Cc1ccc(Nc2nc(Oc3ccc(=O)[nH]n3)nc(N(C)C)n2)cc1 returned TAG inh 38 and TAG inh DAPI viability -2.
COc1ccc2ccc(OCC(=O)N3c4ccccc4NC(=O)CC3C)cc2c1 (configuration not stated) was read as TAG inh 28 and TAG inh DAPI viability -4.
Screening Cc1nn(-c2ccccc2)c(C)c1/C=N/n1c(-c2ccc(C(C)(C)C)cc2)n[nH]c1=S returned TAG inh 4 and TAG inh DAPI viability 7.
Screening Nc1nc(SCC(=O)Nc2cccc(Oc3ccccc3)c2)n[nH]1 returned TAG inh 13 and TAG inh DAPI viability 6.
`CCCCN=C(C)C1=C(O)CSC1=O` gave TAG inh 11 and TAG inh DAPI viability 4.
CSc1ccc(Cn2c(C)c(C(=O)NCc3ccc4c(c3)OCO4)sc2=O)cc1 was read as TAG inh -38 and TAG inh DAPI viability -2.
Screening COc1ccc(-c2cc(C(=O)NCC3CCCCC3)[nH]n2)c(C)c1 returned TAG inh 12 and TAG inh DAPI viability -1.
Screening NC(=O)C1(N2CCCCC2)CCN(C(=S)Nc2cc(F)cc(F)c2)CC1 returned TAG inh -6 and TAG inh DAPI viability -7.
C=CCSc1nsc(NC(=O)Nc2ccc(F)cc2)n1 was read as TAG inh -11 and TAG inh DAPI viability 10.
CC(=O)NC(CC(=O)O)C(=O)O (configuration not stated) was read as TAG inh -4 and TAG inh DAPI viability 2.
Screening O=C(NN=C1C2CC3CC(C2)CC1C3)c1ccccc1O returned TAG inh -14 and TAG inh DAPI viability -2.
For CC(=O)Oc1cccc(/C=N\NC(=O)C(=O)N/N=C/c2cccc(OC(C)=O)c2)c1 the results were TAG inh -11 and TAG inh DAPI viability -4.
Screening COc1ccccc1/C=C/C(=O)OC(C)CN1CCCCC1 (configuration not stated) returned TAG inh 12 and TAG inh DAPI viability -14.
COc1ccc(NC(=O)c2cc(-c3ccc(F)cc3OC)n[nH]2)cc1OC was read as TAG inh 5 and TAG inh DAPI viability 6.
Cc1ccc(S(=O)(=O)N2CCCCC2)cc1NC(=O)C1CCCO1 (configuration not stated) was read as TAG inh -8 and TAG inh DAPI viability -6.
For CN(N=Nc1cccc([N+](=O)[O-])c1)c1cccc([N+](=O)[O-])c1 the results were TAG inh 5 and TAG inh DAPI viability -13.
For COc1ccccc1CNC(=O)COC(=O)c1ccc(C)c(S(=O)(=O)N2CCOCC2)c1 the results were TAG inh 5 and TAG inh DAPI viability 2.
Screening COc1ccc(C2CC(c3ccccc3)=NN2S(=O)(=O)c2ccccc2)cc1 (configuration not stated) returned TAG inh -17 and TAG inh DAPI viability 5.
Screening c1cncc(CNc2c3c(nc4nnnn24)CCCC3)c1 returned TAG inh -9 and TAG inh DAPI viability 6.
CC1(C)CC(=O)C(CS(=O)(=O)c2ccccc2)=C(O)C1 was read as TAG inh 17 and TAG inh DAPI viability 4.
Screening COc1ccc(S(=O)(=O)NC2CCCCC2)c(C)c1C returned TAG inh -9 and TAG inh DAPI viability -1.
For COc1ccccc1C(CNC(=O)COc1cc(C)ccc1Cl)N1CCCC1 (configuration not stated) the results were TAG inh -8 and TAG inh DAPI viability 9.
For Cc1ccc(NC(=O)CSCC(=O)NC2=NCCS2)cc1 the results were TAG inh 0 and TAG inh DAPI viability -6.
O=C(Nc1nc2c(s1)CCc1ccccc1-2)c1cccs1 was read as TAG inh 0 and TAG inh DAPI viability -1.
`CN(C)c1ccc(-c2ccnc3c2CC(C)(C(=O)NCCC(F)(F)F)O3)cc1` (configuration not stated) gave TAG inh -18 and TAG inh DAPI viability 8.
For O=C(OCc1ccc(Cl)cc1Cl)c1cccnc1Cl the results were TAG inh -8 and TAG inh DAPI viability 2.
`CC(=O)c1cccc(NC(=O)COC(=O)CCC(=O)c2ccc(F)cc2)c1` gave TAG inh 6 and TAG inh DAPI viability -3.
For Cn1c(CNC(=O)c2ccc(F)cc2)cc2ccccc21 the results were TAG inh 14 and TAG inh DAPI viability 1.
`COc1ccccc1NC(=O)c1ccc(NC(=O)CN2C(=O)CN(C)C2=O)cc1` gave TAG inh -11 and TAG inh DAPI viability 8.
CCCCOc1ccc(C(=O)N/C(=C/C=C/c2ccccc2)C(=O)O)cc1 was read as TAG inh 17 and TAG inh DAPI viability -18.
Screening Cc1ccc(C)n1-c1c(C(=O)NN)cnn1-c1ccccc1 returned TAG inh -3 and TAG inh DAPI viability -1.
Screening CCc1cc(=O)oc2cc(OC(=O)CN3C(=O)NC4(CCCC4)C3=O)ccc12 returned TAG inh -9 and TAG inh DAPI viability 31.
CC(C)NC(=O)N(C)C[C@H]1Oc2c(NS(=O)(=O)c3cn(C)cn3)cccc2C(=O)N([C@H](C)CO)C[C@@H]1C was read as TAG inh 2 and TAG inh DAPI viability 5.
Screening CSc1ccc(C(=O)C2CCCN(C(=O)c3cccc(N4CCOCC4)c3)C2)cc1 (configuration not stated) returned TAG inh -30 and TAG inh DAPI viability 8.
CC(C)C(=O)Nc1cccc(C(=O)OCC(=O)c2ccc(Cl)cc2Cl)c1 was read as TAG inh -33 and TAG inh DAPI viability 12.
For CN(C)CCCNc1nc2cc(-c3ccccc3CO)sc2c(=O)n1C the results were TAG inh 4 and TAG inh DAPI viability 7.
Cc1cc(NC(=O)CSc2ncccc2C(=O)O)no1 was read as TAG inh 3 and TAG inh DAPI viability -3.
`CSc1nc(-c2ccc(Cl)cc2)nn1S(=O)(=O)c1ccc(Cl)cc1` gave TAG inh -6 and TAG inh DAPI viability -7.

In the list so far, two have a furan ring, fused or not.
CCOC(=O)Cc1csc(NC(=O)CSc2nnc(-c3ccncc3)n2Cc2ccco2)n1 was read as TAG inh -5 and TAG inh DAPI viability 1.
`Cc1ccc(CN2CCNC(=O)C2CC(=O)O)o1` (configuration not stated) gave TAG inh -3 and TAG inh DAPI viability -3.

Arranged by count of non-hydrogen atoms (descending): part of the list above.
`COc1ccccc1NC(=O)c1ccc(NC(=O)CN2C(=O)CN(C)C2=O)cc1` gave TAG inh -11 and TAG inh DAPI viability 8.
CCCCOc1ccc(C(=O)N/C(=C/C=C/c2ccccc2)C(=O)O)cc1 was read as TAG inh 17 and TAG inh DAPI viability -18.
Screening COc1ccc(S(=O)(=O)NC2CCCCC2)c(C)c1C returned TAG inh -9 and TAG inh DAPI viability -1.

Fetched one by one from the list above, 3 records:
`CSc1nc(-c2ccc(Cl)cc2)nn1S(=O)(=O)c1ccc(Cl)cc1` gave TAG inh -6 and TAG inh DAPI viability -7.
`CC(=O)c1cccc(NC(=O)COC(=O)CCC(=O)c2ccc(F)cc2)c1` gave TAG inh 6 and TAG inh DAPI viability -3.
O=C(Nc1nc2c(s1)CCc1ccccc1-2)c1cccs1 was read as TAG inh 0 and TAG inh DAPI viability -1.

The results go on.
Screening Oc1ccccc1CNc1cccc2cccnc12 returned TAG inh 11 and TAG inh DAPI viability -11.
Screening CCOC(=O)C(NC(=O)Nc1cccc(C)n1)(OCC(F)(F)F)C(F)(F)F (configuration not stated) returned TAG inh -12 and TAG inh DAPI viability 20.
CN(C)N=Nc1nc[nH]c1C(N)=O was read as TAG inh -8 and TAG inh DAPI viability -6.
Screening CCOC(=O)C1=C(O)/C(=C\c2cc(C)n(-c3ccc(F)cc3)c2C)N=C1C returned TAG inh 15 and TAG inh DAPI viability -11.
For CCCNC(=O)C1(C)CCN(C(=O)c2ccc(C)c(F)c2)C1 (configuration not stated) the results were TAG inh -10 and TAG inh DAPI viability 3.
For CN(C(=O)CSc1nnc2n1CCCCC2)C1(C#N)CCCCC1 the results were TAG inh -7 and TAG inh DAPI viability -1.
Screening COc1ccc(S(=O)(=O)N2CCCCC2)cc1NC(=O)c1cccnc1SC returned TAG inh -5 and TAG inh DAPI viability -6.
`C=CCNC(N)=S` gave TAG inh -2 and TAG inh DAPI viability 4.
Screening CC(C)(C)C(=O)CSc1ncnc2c1cnn2-c1ccccc1 returned TAG inh -11 and TAG inh DAPI viability -3.
`CC(C)NC(=O)c1c(CSc2ccccc2)noc1C(=O)NCc1ccccc1` gave TAG inh 17 and TAG inh DAPI viability -1.
`CCc1ccc(CN(C)C(=O)CCc2nnc(-c3ccc(-c4ccccc4)cc3)o2)nc1` gave TAG inh 29 and TAG inh DAPI viability -14.
Cc1cc(C)nc(SCc2ccc(C(=O)N/N=C/c3cccnc3)cc2)n1 was read as TAG inh -5 and TAG inh DAPI viability 1.
CCOc1ccccc1NC(=O)COC(=O)c1cnc(C)cn1 was read as TAG inh 6 and TAG inh DAPI viability -4.
Screening CCN(CC)CCCN(Cc1cc2cc3c(cc2[nH]c1=O)OCO3)C(=S)NCCCN(C)C returned TAG inh 6 and TAG inh DAPI viability 9.
Screening O=C(NCc1ccco1)C(Cc1ccccc1)N1C(=O)C2C3C=CC(C3)C2C1=O (configuration not stated) returned TAG inh -22 and TAG inh DAPI viability -3.
For O=C(c1ccc2oc(CCCc3ccccc3)nc2c1)N1CCCC1 the results were TAG inh -3 and TAG inh DAPI viability 2.
Screening O=C(O)c1c2c(nc3ccc(S(=O)(=O)N4CCC(C(=O)N5CCCCC5)CC4)cc13)CCCC2 returned TAG inh 2 and TAG inh DAPI viability 0.
Screening C=CCOc1ccc(C2/C(=C(\O)c3ccc(F)cc3)C(=O)C(=O)N2CCCN(C)C)cc1 (configuration not stated) returned TAG inh -15 and TAG inh DAPI viability 11.
CC(C)NCC(O)(c1ccc(Cl)cc1)c1ccc(Cl)cc1 was read as TAG inh 4 and TAG inh DAPI viability 14.
Screening CCN(CC)S(=O)(=O)c1ccc(Cl)c(NC(=O)COC(=O)c2nc3nc(C)cc(C)n3n2)c1 returned TAG inh 1 and TAG inh DAPI viability -4.
For COC(=O)c1ccc(CNC(=O)c2sccc2-c2ccccc2)cc1 the results were TAG inh -4 and TAG inh DAPI viability -1.
Screening Cn1c(SCC(=O)NCc2ccc(F)cc2)nc2ccccc21 returned TAG inh -13 and TAG inh DAPI viability 5.
Screening CC(C)CC(=O)Nc1ccccc1N1CCN(C(=O)c2ccccc2)CC1 returned TAG inh -5 and TAG inh DAPI viability 4.
Screening C[C@@H]1COC(=O)[C@@H](CC(=O)OC(C)(C)C)C/C=C\C[C@H](CC(=O)N(CCO)Cc2ccccc2)C(=O)N1 returned TAG inh 1 and TAG inh DAPI viability -13.
CCC(=O)N1CCc2cc(S(=O)(=O)NCCC(=O)Nc3cc(C)cc(C)c3)ccc21 was read as TAG inh 6 and TAG inh DAPI viability -2.
`Oc1ccc2c(c1)C1CCCC1(N1CCOCC1)O2` (configuration not stated) gave TAG inh -1 and TAG inh DAPI viability -5.
For CCC(NC(=O)Cn1cnc2c(=O)n(C)c(=O)n(C)c21)c1ccccc1 (configuration not stated) the results were TAG inh 15 and TAG inh DAPI viability -10.
`O=C(c1cc2c(ccc3ccccc32)o1)N1CCN(c2ncc(C(F)(F)F)cc2Cl)CC1` gave TAG inh 1 and TAG inh DAPI viability 11.
For Cc1ccc2nc(COC(=O)c3cccnc3Cl)cc(=O)n2c1 the results were TAG inh -3 and TAG inh DAPI viability -6.
COc1ccc(-c2cc(C(=O)NC(C)c3ccccn3)c3ccccc3n2)cc1OC (configuration not stated) was read as TAG inh 5 and TAG inh DAPI viability 6.

Screens as filed in PubChem.
